TrxR1 substrate – qHTS Assay for Substrates of Mammalian Selenoprotein Thioredoxin Reductase 1 (TrxR1): qHTS; purified TrxR1 substrate turnover, NADPH consumption readout; Potency, µM (titrated, usually from 114 µM), inactives show at the top dose activity change, negative = substrate turnover; Thioredoxin reductase 1, cytoplasmic (Rattus norvegicus), O89049; 0.01% of 390,000 active; also: potency is read from the fitted curve at half-maximal effect; % is scaled to controls: 0 for no effect and ±100 for the full control effect; nearly all actives have a fitted effect of over 50% in size
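Rat TrxR1, dispensed at 90 nM, was prereduced with 400 uM NADPH (final) for 5 min at ~22 deg C, then incubated with compound 15 min before 400 uM selenite. A first-read NADPH fluorescence drop versus no-compound background flagged substrates.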
USP1 inh – Inhibitors of USP1/UAF1: Primary Screen. AID 743255, 2014. recombinant USP1/UAF1, Ub-Rhodamine cleavage fluorescence. Potency, µM (top dose mostly 57.1 µM), for the others: at the highest dose activity change, negative = inhibition, most hits filed as inhibitors. Ubiquitin carboxyl-terminal hydrolase 1 (Homo sapiens), O94782. 0.23% of 390,000 active; also: potency is read from the fitted curve at half-maximal effect; % is scaled to controls: 0 for no effect and ±100 for the full control effect; nearly all actives have a fitted effect of over 60% in size; inactives centre near -12
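USP1/UAF1 complex (1 nM) preincubated 15 min at room temperature with compound, then Ub-Rho substrate (150 nM final) added. Kinetic fluorescence at 480/540 nm over 6 reads at 60 s intervals; 50 mM HEPES pH 7.8, 0.5 mM EDTA, 0.1 mg/ml BSA, 1 mM TCEP, 0.01% Tween-20.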
PI4K2A block – qHTS for small molecular inhibitors of PI4K2A; Phosphatidylinositol 4-kinase type 2-alpha (Homo sapiens), Q9BTU6; purified PI4K2A, ADP-Glo luminescence, 1 h; hits give low values; activity change, negative = inhibition, % at 76.9 µM; 0.13% of 420,000 active; AID 1346378, 2018; in the data active = activity change below about -50%; inconclusive = mostly about -30% to -49%;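 also: -100% = wells without enzyme as full effect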
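In this quantitative HTS, ADP production by PI4K2A was quantified luminescently after 1 h at ambient temperature; 100 microM adenosine served as plate-quality control.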
LDHA inh – qHTS assay for inhibitors of human lactate dehydrogenase. L-lactate dehydrogenase A chain (Homo sapiens), P00338. 0.15% of 480,000 active. activity change, % (values are at about 110 or 230 µM). purified LDHA, NADH/diaphorase-resazurin fluorescence; hits give low values; in the data active = activity change below about -30%; inconclusive = mostly about -25% to -30%;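 also: plate controls were DMSO wells for no effect and wells without enzyme for full effect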
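Resorufin fluorescence (ex540/em590), read at 0 and 20 min after diaphorase/resazurin addition, reports the NADH left after a 5 min room-temperature reaction of 2 nM human LDH5 with 0.06 mM NADH and 0.2 mM pyruvate.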
mIDH1 inhibitor – qHTS for Inhibitors of mutant isocitrate dehydrogenase 1 (IDH1): qHTS | Isocitrate dehydrogenase [NADP] cytoplasmic (Homo sapiens), O75874 | IDH1-R132H enzyme, NADPH consumption, diaphorase/resazurin fluorescence | Potency, µM (doses to about 76.6 µM), inactives show at the highest dose activity change, negative = inhibition, hits mostly inhibitors | 0.093% of 390,000 active | AID 602179, 2012; also: potency is read from the fitted curve at half-maximal effect; % is scaled to controls: 0 for no effect and ±100 for the full control effect; nearly all actives have a fitted effect of over 65% in size
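IDH1-R132H (0.5 ug/mL dispensed) in pH 7.5 Tris buffer was preincubated 30 min with compound, then given a substrate mix of 0.016 mM NADPH and 2 mM alpha-KG for 80 min at room temperature; remaining NADPH was read by diaphorase/resazurin fluorescence.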
Vif-A3G inh – qHTS for Inhibitors of Vif-A3G Interactions: qHTS. HeLa A3G-eYFP + Vif (tagged APOBEC3G with the HIV-1 protein that degrades it), YFP fluorescence, overnight. 0.076% of 410,000 active. Potency, µM (top dose mostly 46.1 µM), for inactives: top-dose activity, negative = active, usual class: inhibitors;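 also: potency is read from the fitted curve at half-maximal effect; % is scaled to controls: 0 for no effect and ±100 for the full control effect; nearly all actives have a fitted effect of over 60% in size; hits raise eYFP signal because A3G escapes Vif-driven loss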
Target sequence (Q9HC16 whole entry, looked up): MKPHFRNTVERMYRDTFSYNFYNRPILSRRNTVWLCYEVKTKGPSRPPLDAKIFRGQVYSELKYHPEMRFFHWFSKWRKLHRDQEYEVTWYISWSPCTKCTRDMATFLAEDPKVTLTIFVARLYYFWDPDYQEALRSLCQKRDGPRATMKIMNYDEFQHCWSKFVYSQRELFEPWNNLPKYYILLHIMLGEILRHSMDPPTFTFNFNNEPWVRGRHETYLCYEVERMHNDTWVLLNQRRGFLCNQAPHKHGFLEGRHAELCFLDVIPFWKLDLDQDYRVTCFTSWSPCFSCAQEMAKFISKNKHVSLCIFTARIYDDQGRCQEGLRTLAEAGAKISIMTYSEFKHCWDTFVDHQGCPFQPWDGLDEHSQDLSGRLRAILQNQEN
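HeLa cells stably expressing Vif and C-terminally eYFP-tagged A3G, seeded overnight at 37 deg C, then exposed to compound by pintool overnight at 37 deg C. Rise in yellow fluorescence (Ex 488/Em 500-530, Acumen) marks blocked Vif-driven A3G degradation.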
Glioma ERSR ind – qHTS for Inducers of the Endoplasmic Reticulum Stress Response (ERSR) in Human Glioma: qHTS. Potency, µM, for inactives: at the top dose activation, usual class: activators. 0.02% of 420,000 active. AID 602332, 2012. U87-MG GRP78 promoter luciferase reporter, 16 h; also: potency is read from the fitted curve at half-maximal effect; series mostly up to about 76 µM; % of control where 0% means no effect; nearly all actives have a fitted effect of over 35% in size
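Stably transfected U87-MG glioma cells carrying a GRP78-based luciferase sensor; 16 h compound incubation. Luminescence end-point read 10 min after Bright-Glo addition at room temperature.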
Vif-A3F inh – qHTS for Inhibitors of Vif-A3F Interactions: qHTS; HeLa A3F-eYFP + Vif (tagged APOBEC3F with the HIV-1 protein that degrades it), YFP fluorescence increase; Potency, µM (top dose mostly 46.1 µM), inactives show top-dose activity, negative = active; 0.2% of 390,000 active; also: potency is read from the fitted curve at half-maximal effect; % of control where 0% means no effect; nearly all actives have a fitted effect of over 65% in size
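Fluorescence increase (Ex 488/Em 500-530) after overnight compound treatment at 37 deg C flags inhibition of Vif-driven A3F-eYFP loss in stable HeLa A3F-eYFP/Vif cells seeded overnight beforehand.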
RXFP1 agonist – qHTS Assay for Agonists of the Relaxin Receptor RXFP1. 0.3% of 370,000 active. AID 2676, 2010. HEK293T-RXFP1 cAMP TR-FRET, 30 min; response scale: percent of porcine relaxin response, buffer zero. Potency, µM (top dose mostly 57.5 µM), for the others: top-dose activation, actives largely listed as activators; also: potency is read from the fitted curve at half-maximal effect; % is scaled to controls: 0 for no effect and ±100 for the full control effect; nearly all actives have a fitted effect of over 60% in size; many of its hits are not listed in these tables
Target sequence (Q9HBX9 whole entry, looked up): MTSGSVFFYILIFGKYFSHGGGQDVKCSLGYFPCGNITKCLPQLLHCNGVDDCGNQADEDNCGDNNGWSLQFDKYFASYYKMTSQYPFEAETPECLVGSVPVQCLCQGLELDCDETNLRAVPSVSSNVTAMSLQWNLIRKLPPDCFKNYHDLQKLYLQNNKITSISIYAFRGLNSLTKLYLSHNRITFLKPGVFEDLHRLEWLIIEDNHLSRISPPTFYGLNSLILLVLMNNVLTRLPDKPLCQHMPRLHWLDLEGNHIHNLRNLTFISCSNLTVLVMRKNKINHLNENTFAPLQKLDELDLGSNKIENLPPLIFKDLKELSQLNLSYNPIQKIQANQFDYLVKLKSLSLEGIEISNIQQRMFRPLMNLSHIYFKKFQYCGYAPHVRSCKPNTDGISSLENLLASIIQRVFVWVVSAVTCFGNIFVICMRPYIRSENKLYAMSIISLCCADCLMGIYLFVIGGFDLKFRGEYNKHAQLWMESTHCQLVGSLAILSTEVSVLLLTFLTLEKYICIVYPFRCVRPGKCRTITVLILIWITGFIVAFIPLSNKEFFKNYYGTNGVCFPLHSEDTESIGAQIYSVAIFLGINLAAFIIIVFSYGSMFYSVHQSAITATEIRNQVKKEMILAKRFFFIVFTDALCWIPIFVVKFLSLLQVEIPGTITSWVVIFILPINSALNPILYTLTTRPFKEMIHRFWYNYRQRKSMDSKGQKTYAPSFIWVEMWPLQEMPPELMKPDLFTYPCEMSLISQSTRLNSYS
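cAMP rise read by TR-FRET after 30 min, 37C compound exposure (up to 58 uM) in RXFP1-transfected HEK293 cells with Ro 20174 present. EC50 from Hill-equation fits, with 29 nM porcine relaxin as 100% and buffer as basal.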
* = called active by the depositor; & = joins results of further samples; [ ] = dose if it differs, or a comment. Unless noted, calls follow the shape of the dose curve; as a rule, active = well fitted curve in the direction sought with a large enough effect; inconclusive = small, poorly fitted or top-dose-only effect, or another doubt; inactive = no such curve, though single readings can be large; an effect the other way counts as inactive or inconclusive. Not all compounds are listed; count on the stated rates, not on these rows.

Results for CC(=O)NC1C(O)OC(CO)C(O)C1O (configuration not stated) ?
TrxR1 substrate: 6%; USP1 inh: -19%; PI4K2A block: 3; LDHA inh: -13; mIDH1 inhibitor: 19%; Vif-A3G inh: -4%; Glioma ERSR ind: -2%; Vif-A3F inh: 3%; RXFP1 agonist: -0.8%

What do the screens show for `CCN(CCNC(=O)C1CCN(S(C)(=O)=O)CC1)c1ccccc1`?
TrxR1 substrate: 8%; USP1 inh: -8%; PI4K2A block: 0; LDHA inh: 5; mIDH1 inhibitor: -4%; Vif-A3G inh: 0%; Glioma ERSR ind: -4%; Vif-A3F inh: -1%; RXFP1 agonist: 0.8%

What do the screens show for `CCCCc1nc2cc(C(=O)N3CCN(c4nc(C)cnc4C)CC3)ccc2o1`?
TrxR1 substrate: 4%[57.1 µM]; USP1 inh: -8%; PI4K2A block: 0; LDHA inh: -2; mIDH1 inhibitor: -3%; Vif-A3G inh: 0%; Glioma ERSR ind: 5%; Vif-A3F inh: -4%; RXFP1 agonist: -2.6%

Results for CCC1(c2ccccc2)NC(=O)N(CC(=O)Nc2cc(Cl)ccc2N2CCN(C)CC2)C1=O (configuration not stated) ?
TrxR1 substrate: 0%; USP1 inh: -18%; PI4K2A block: -2; LDHA inh: -1; mIDH1 inhibitor: 12%; Vif-A3G inh: 4%; Glioma ERSR ind: -5%; Vif-A3F inh: -12%; RXFP1 agonist: -0.4%

How did O=C1CN(C(=O)c2ccco2)C(c2ccc(F)cc2)c2cc(Cl)ccc2N1 (configuration not stated) do in these assays?
TrxR1 substrate: 0%; USP1 inh: 2%; PI4K2A block: 7; LDHA inh: 3; mIDH1 inhibitor: 1%; Vif-A3G inh: 0%; Glioma ERSR ind: 0%; Vif-A3F inh: -18%

Results for C/C(=N\O)C(C)(C)Nc1ccccc1F ?
TrxR1 substrate: 20%[57.1 µM]; USP1 inh: -7%; PI4K2A block: -5; LDHA inh: 0; mIDH1 inhibitor: 8%; Vif-A3G inh: 0%; Glioma ERSR ind: -2%; Vif-A3F inh: -11%; RXFP1 agonist: 1.1%

Results for Cc1ccc2oc(=O)c3cnn(CC(=O)N4CCN(c5ccccc5F)CC4)c3c2c1 ?
TrxR1 substrate: 4%; USP1 inh: -11%; PI4K2A block: 1; LDHA inh: -3; mIDH1 inhibitor: -8%; Vif-A3G inh: 4%; Glioma ERSR ind: -2%; Vif-A3F inh: -8%; RXFP1 agonist: 2.2%

How did CCN(CC)S(=O)(=O)c1cccc(C(=O)OCC(=O)NCc2ccccc2OC)c1 do in these assays?
TrxR1 substrate: -3%[57.1 µM]; USP1 inh: -15%; PI4K2A block: 0; LDHA inh: 1; mIDH1 inhibitor: -10%; Vif-A3G inh: -1%; Glioma ERSR ind: -3%; Vif-A3F inh: 0%; RXFP1 agonist: 3.7%

What do the screens show for `CCC(NC(C)C)C(O)c1ccc(O)c(O)c1` (configuration not stated)?
TrxR1 substrate: 5%[57.1 µM]; USP1 inh: inconclusive; PI4K2A block: -2&1; LDHA inh: 7; mIDH1 inhibitor: 14%; Vif-A3G inh: -7%; Glioma ERSR ind: -3%&-3%; Vif-A3F inh: -5%; RXFP1 agonist: inconclusive

Results for CC(C)N1CCc2c(sc(NC(=O)c3ccc4ccccc4c3)c2C(N)=O)C1 ?
TrxR1 substrate: 1%; USP1 inh: inconclusive; PI4K2A block: 6; LDHA inh: 2; mIDH1 inhibitor: 9%; Vif-A3G inh: inconclusive; Glioma ERSR ind: -5%; Vif-A3F inh: inconclusive; RXFP1 agonist: -2.6%

Results for Cc1ccc2c(c1)COc1c3ccc(C(=O)N4CCCCC4)cc3nn1-2 ?
TrxR1 substrate: 2%; USP1 inh: inconclusive; PI4K2A block: -7; LDHA inh: -5; mIDH1 inhibitor: 7%; Vif-A3G inh: 3%; Glioma ERSR ind: -4%; Vif-A3F inh: 6%; RXFP1 agonist: 0.0%

Results for CCCCOc1ccccc1NC(=O)c1ccco1 ?
TrxR1 substrate: -11%; USP1 inh: 0%; PI4K2A block: 2; LDHA inh: -1; mIDH1 inhibitor: 2%; Vif-A3G inh: -16%; Glioma ERSR ind: -4%; RXFP1 agonist: 1.5%

How did COc1ccc(-c2nc(C)c(CCNC(=O)C(=O)Nc3cc(C)cc(C)c3)s2)cc1OC do in these assays?
TrxR1 substrate: 3%[57.1 µM]; USP1 inh: -25%; PI4K2A block: 8; LDHA inh: -6; mIDH1 inhibitor: -15%; Vif-A3G inh: -1%; Glioma ERSR ind: -3%; Vif-A3F inh: inconclusive; RXFP1 agonist: 4.5%

Results for Cc1cccc(OCC(=O)N/N=C/c2ccccc2C(=O)O)c1 ?
TrxR1 substrate: 3%[57.1 µM]; USP1 inh: -12%; PI4K2A block: 5; LDHA inh: -15; mIDH1 inhibitor: -4%; Vif-A3G inh: 0%; Glioma ERSR ind: -2%; Vif-A3F inh: -2%; RXFP1 agonist: 2.2%

Results for O=C(NNC(=O)c1cc(Br)ccc1Cl)c1csc(N2CCOCC2)n1 ?
TrxR1 substrate: 1%; USP1 inh: -21%; PI4K2A block: 2; LDHA inh: -11; mIDH1 inhibitor: 0%; Vif-A3G inh: -1%; Glioma ERSR ind: -4%; Vif-A3F inh: 1%; RXFP1 agonist: -1.6%

How did COc1ccc(Cc2noc(CN3CCN(Cc4cccc(Cl)c4)CC3)n2)cc1OC do in these assays?
TrxR1 substrate: 6%; USP1 inh: -17%; PI4K2A block: -5; LDHA inh: 2; mIDH1 inhibitor: 0%; Vif-A3G inh: 0%; Glioma ERSR ind: -2%; Vif-A3F inh: -17%; RXFP1 agonist: -2.0%

Results for COC(=O)c1sccc1S(=O)(=O)N(CC(=O)NCc1ccc(C)cc1)c1ccc(Cl)cc1 ?
TrxR1 substrate: -3%[57.1 µM]; USP1 inh: 1%; PI4K2A block: 0; LDHA inh: -6; mIDH1 inhibitor: -9%; Vif-A3G inh: -1%; Glioma ERSR ind: 0%; Vif-A3F inh: -10%; RXFP1 agonist: 0.0%

What do the screens show for `COC(=O)c1sc2ccccc2c1C(=O)OC`?
TrxR1 substrate: 9%; USP1 inh: 0%; PI4K2A block: -4; LDHA inh: -3; mIDH1 inhibitor: 11%; Vif-A3G inh: -5%; Glioma ERSR ind: -1%; Vif-A3F inh: -8%; RXFP1 agonist: 5.1%

What do the screens show for `Cn1c(SCc2nc3ccccc3s2)nnc1-c1ccc2c(c1)OCO2`?
TrxR1 substrate: 11%; USP1 inh: -6%; PI4K2A block: 3; LDHA inh: 5; mIDH1 inhibitor: 6%; Vif-A3G inh: -4%; Glioma ERSR ind: 7%; Vif-A3F inh: -12%; RXFP1 agonist: 0.9%

Results for CCNc1ccc(/C=C/c2ccnc3ccccc23)cc1 ?
TrxR1 substrate: -11%; LDHA inh: 4; Vif-A3G inh: inconclusive; Glioma ERSR ind: 0%

Results for N#CCCCCn1c(-c2cncs2)nc2ccccc21 ?
TrxR1 substrate: 0%; USP1 inh: 5%; PI4K2A block: 1; LDHA inh: -3; mIDH1 inhibitor: 6%; Vif-A3G inh: -6%; Glioma ERSR ind: 4%; Vif-A3F inh: -1%; RXFP1 agonist: 11%

How did CCOc1ccc(N2CC(NS(=O)(=O)c3cccs3)CC2=O)cc1 (configuration not stated) do in these assays?
TrxR1 substrate: -7%; USP1 inh: -3%; PI4K2A block: 0; LDHA inh: -7; mIDH1 inhibitor: -1%; Vif-A3G inh: 1%; Glioma ERSR ind: -1%; Vif-A3F inh: 2%; RXFP1 agonist: 0.2%

What do the screens show for `CC1=NN(C(N)=S)C(=O)C1N=Nc1cccc(C(=O)O)c1` (configuration not stated)?
TrxR1 substrate: -22%; USP1 inh: 3%; PI4K2A block: -1; LDHA inh: -8; mIDH1 inhibitor: -9%; Vif-A3G inh: 3%; Glioma ERSR ind: -4%; Vif-A3F inh: 4%; RXFP1 agonist: -2.4%

What do the screens show for `Cc1[nH]n(-c2ccccc2)c(=O)c1/C=N/NC(=O)c1ccc(O)cc1O`?
TrxR1 substrate: -7%; USP1 inh: -27%; PI4K2A block: -5; LDHA inh: 0; mIDH1 inhibitor: 7%; Vif-A3G inh: 0%; Glioma ERSR ind: 5%; Vif-A3F inh: 3%; RXFP1 agonist: 3.1%

2 compounds picked at random from those above:
Results for N#CCCCCn1c(-c2cncs2)nc2ccccc21 ?
TrxR1 substrate: 0%; USP1 inh: 5%; PI4K2A block: 1; LDHA inh: -3; mIDH1 inhibitor: 6%; Vif-A3G inh: -6%; Glioma ERSR ind: 4%; Vif-A3F inh: -1%; RXFP1 agonist: 11%

What do the screens show for `Cc1[nH]n(-c2ccccc2)c(=O)c1/C=N/NC(=O)c1ccc(O)cc1O`?
TrxR1 substrate: -7%; USP1 inh: -27%; PI4K2A block: -5; LDHA inh: 0; mIDH1 inhibitor: 7%; Vif-A3G inh: 0%; Glioma ERSR ind: 5%; Vif-A3F inh: 3%; RXFP1 agonist: 3.1%
